# Vc quorum ag: inducers of Vibrio cholerae quorum light production without autoinducers. 350,000 compounds, 0.16% hits. activation, % at 18.7 µM. AID 588436. V. cholerae BH1578 lux reporter, luminescence, 6 h; in the data active = activation mostly above about 9.7%, no sharp cut-off; inconclusive = no clear call, values can overlap the other calls; inactive = mostly below about 3.7%; note: not every result past the cut was called active; inactives centre near 0; reference of the scale not given here
# PfHsp40 yeast: rescue of PfHsp40-mediated yeast toxicity. S. cerevisiae expressing PfHsp40, growth rescue, ATP luminescence. 340,000 compounds, 0.68% hits. growth rescue, % at 12.5 µM; in the data active = growth rescue above about 28%, passing the limit was not always enough; inconclusive = no clear call, values can overlap the other calls;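 note: yeast W303a lacking pdr1 and pdr3 grown in galactose medium; growth measured after three days at 30 °C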
# Yp Topo-I inh: blocks Yersinia pestis topoisomerase I activity; Y. pestis Topo-I cleavage product accumulation, plate reader; activity, % at 10 µM; 360,000 compounds, 0.064% hits; AID 504884; in the data active = activity above about 50%, passing the limit was not always enough; inconclusive = no clear call, values can overlap the other calls; note: inactives centre near 2
# BoNT A protease: blocks Botulinum neurotoxin A light chain protease. AID 588499. multiplex microsphere protease substrate cleavage, flow cytometry. inhibition, % at 10 µM. 360,000 compounds, 0.17% hits; note: plate controls were buffer without enzyme for full effect and enzyme alone for no effect
# PrPC surface inh: cell surface PrPC inhibition, primary TR-FRET screen. P04156. TR-FRET read-out. inhibition, % at 13.8 µM. 370,000 compounds, 0.43% hits. AID 720596; in the data active = inhibition above about 24%; note: 0% = median of the test wells and 100% = reference compound wells
# SARS 3CLpro inh: SARS-CoV 3CLpro protease inhibition; P0C6X7; recombinant SARS-CoV 3CLpro, quenched FRET peptide cleavage; inhibition, % at 6 µM; 290,000 compounds, 0.14% hits; in the data active = inhibition above about 12%
# TcdB GH inh: inhibitors of Clostridioides difficile toxin B glycohydrolase. P18177. TcdB glycohydrolase enzymatic assay, plate reader. inhibition, % at 9.99 µM. 350,000 compounds, 0.24% hits; in the data active = inhibition above about 10%
# Anthrax LF inh2: anthrax lethal factor protease inhibition | P15917 | multiplex microsphere protease cleavage assay, LF | AID 588501 | 360,000 compounds, 0.12% hits | inhibition, % at 10 µM; note: plate controls were buffer without enzyme for full effect and enzyme alone for no effect
# PriA SSB inh: inhibitors of Klebsiella pneumoniae PriA binding to SSB C-terminal tail; AlphaScreen SSBct-PriA binding, biotinylated peptide; inhibition, % at 33 µM; 430,000 compounds, 0.6% hits; in the data active = inhibition mostly above about 37%, no sharp cut-off; inactive = mostly below about 20%;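 note: plate controls were negative control peptide for no effect and reference peptide for full effect; strong numbers were not always called active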
# * hit, by the source's call; i = inactive; ? = inconclusive; . = not tested or not shown; & = joins results of further samples. Cut-off read from the data, not from the text of the source, unless noted: active = inhibition above about 30%; inconclusive = no clear call, values can overlap the other calls; inactive = below that. Only part of the results is shown. The share of hits here may be higher or lower than overall.
1) CCOC(=O)C1CCCN(C(=O)c2ccc(C)cc2O)C1 (stereo unspecified)
2) COc1ccccc1-n1cc(C(=O)NCC(=O)N2CCN(c3ccccc3)CC2)c2ccccc2c1=O
3) Cn1cccc1C1C=C(c2ccc(C(C)(C)C)cc2)Nc2ncnn21 (stereo unspecified)
4) C/C(=N\NC(=O)c1ccccc1O)c1c(O)n(Cc2ccccc2)c(=O)[nH]c1=O
5) Cc1ccsc1/C=N/NC(=O)c1nnn(-c2nonc2N)c1C
6) Cc1ccc([C@@H]2[C@@H]3C(=O)N(C)C(=O)[C@@H]3[C@]3(Cc4ccccc4)C(=O)N(CCO)CC(=O)N23)o1

assay / compound	1	2	3	4	5	6
Vc quorum ag	-0.3	i	i	-4.8	1.0	i
PfHsp40 yeast	-1.5	-0.1	2.6	-0.8	9.7	0.4
Yp Topo-I inh	1	-12	?	-1	10	-2
BoNT A protease	.	-3.1	0.1	-0.7	1.6	0.0
PrPC surface inh	-1	0	2	-2	-6	3
SARS 3CLpro inh	2	2	.	7	-8	3
TcdB GH inh	.	.	1.2	2.0	-0.8	-0.7
Anthrax LF inh2	.	1	-7	-3	-2	6
PriA SSB inh	-2	-13	2	.	.	-12

# Quoted at random: two compounds from above.
5) Cc1ccsc1/C=N/NC(=O)c1nnn(-c2nonc2N)c1C
3) Cn1cccc1C1C=C(c2ccc(C(C)(C)C)cc2)Nc2ncnn21 (stereo unspecified)

assay / compound	5	3
Vc quorum ag	1.0	i
PfHsp40 yeast	9.7	2.6
Yp Topo-I inh	10	?
BoNT A protease	1.6	0.1
PrPC surface inh	-6	2
SARS 3CLpro inh	-8	.
TcdB GH inh	-0.8	1.2
Anthrax LF inh2	-2	-7
PriA SSB inh	.	2

# (next part)
7) CCc1nnc(NC(=O)CN2CCC(O)(c3ccccc3OC)CC2)s1
8) O=C(CSc1cccc2cccc(Cl)c12)NC1=NCCS1
9) Cc1nc(NCCCn2ccnc2)c2oc3ccccc3c2n1
10) COCCCNCCOCCSc1ccc(Cl)cc1
11) CCOC(=O)N1CCN(C(=O)c2ccc3c(c2)ncn3C2CCCC2)CC1
12) CC1Cc2ccccc2N1C(=O)CSc1ccccc1 (stereo unspecified)

assay / compound	7	8	9	10	11	12
Vc quorum ag	-0.5	i	-2.6	-0.2	i	-0.4
PfHsp40 yeast	1.7	-0.2	-0.9	0.4	-0.6	1.6
Yp Topo-I inh	2	1	-1	2	-7	17
BoNT A protease	0.0	0.7	-1.8	0.0	-0.4	-0.7
PrPC surface inh	-3	29*	2	-2	1	5
SARS 3CLpro inh	2	3	-2	0	1	7
TcdB GH inh	0.5	1.2	.	0.9	1.8	.
Anthrax LF inh2	-1	-4	5	0	-5	-3
PriA SSB inh	-14	-14	-15	1	1	-49

13) O=c1nc2n(c3ccc([N+](=O)[O-])cc13)CCCCC2
14) CCOC(=O)N1CCN(Cc2nc3cc(NC(C)=O)ccc3n2C)CC1
15) Cc1cc(C(=O)COC(=O)COc2ccc(C#N)cc2)c(C)n1C1CC1
16) COc1ccc([C@@H]2CC(=O)c3c(O)cc(O)cc3O2)cc1O
17) O=C(NNC(=O)c1ccccc1F)c1cccs1
18) O=S(=O)(c1ccccc1F)N1CCN(CC(O)c2ccccc2)CC1 (stereo unspecified)

assay / compound	13	14	15	16	17	18
Vc quorum ag	-0.9	i	-0.4	0.4	0.6	-0.3
PfHsp40 yeast	-1.9	-1.1	-0.6	2.0	-0.2	-1.0
Yp Topo-I inh	-2	5	6	-10	-3	5
BoNT A protease	-0.4	0.9	-5.9	-0.7	0.9	-0.1
PrPC surface inh	-4	4	-2	1	0	-1
SARS 3CLpro inh	-1	-1	.	.	-3	4
TcdB GH inh	0.7	1.4	1.5	0.1	0.7	-0.4
Anthrax LF inh2	-7	-6	0	2	-1	-2
PriA SSB inh	2	-1	2	1	-3	-11

19) CCC(C)c1ccccc1N1CC(C(=O)N2CCN(c3ccccc3)CC2)CC1=O (stereo unspecified)
20) COc1cc(C(=O)Nc2ccn(C)n2)ccc1OC(F)F
21) CC1=CC(c2ccc(Cl)cc2)n2nc(N3C(=O)CCC3=O)nc2N1 (stereo unspecified)
22) COc1cccc(NC(=O)CN(C)C(=O)C(C)Sc2ccccc2)c1 (stereo unspecified)
23) C#CCN(C[C@@H]1[C@@H](OC(=O)NCc2ccccc2)[C@@H](OC(=O)NCc2ccccc2)CN(C(=O)OC(C)C)N1C(=O)OC(C)C)S(=O)(=O)c1ccc(C)cc1
24) COc1cccc(CNC(=S)Nc2cc(OC)ccc2OC)c1

assay / compound	19	20	21	22	23	24
Vc quorum ag	i	i	-0.1	i	-0.4	1.0
PfHsp40 yeast	0.8	0.2	-0.2	-2.0	.	-1.7
Yp Topo-I inh	18	-8	1	2	32	3
BoNT A protease	2.7	1.0	-0.2	0.8	0.1	0.0
PrPC surface inh	4	-9	.	-6	3	0
SARS 3CLpro inh	.	.	2	.	.	6
TcdB GH inh	1.0	0.8	.	2.8	-0.5	0.9
Anthrax LF inh2	3	-13	1	-3	-3	3
PriA SSB inh	0	-7	1	1	.	5

# Gathered by group, those above containing fluorine
17) O=C(NNC(=O)c1ccccc1F)c1cccs1
18) O=S(=O)(c1ccccc1F)N1CCN(CC(O)c2ccccc2)CC1 (stereo unspecified)
20) COc1cc(C(=O)Nc2ccn(C)n2)ccc1OC(F)F

assay / compound	17	18	20
Vc quorum ag	0.6	-0.3	i
PfHsp40 yeast	-0.2	-1.0	0.2
Yp Topo-I inh	-3	5	-8
BoNT A protease	0.9	-0.1	1.0
PrPC surface inh	0	-1	-9
SARS 3CLpro inh	-3	4	.
TcdB GH inh	0.7	-0.4	0.8
Anthrax LF inh2	-1	-2	-13
PriA SSB inh	-3	-11	-7

# (next part)
25) CCOC(=O)CN(C(=O)CSc1nnc2c(n1)[nH]c1ccccc12)c1ccccc1
26) CCC(=O)Nc1ccc(N2CCN(Cc3ccccc3F)CC2)cc1
27) CCOC(=O)CCN(C(=O)Nc1ccccc1)C1CCCCC1
28) CC(C)OC(=O)c1ccc(NC(=S)NC(=O)c2cncc(Br)c2)cc1
29) CCOC(=O)c1ccc[n+](CC(=O)c2ccc(OC)cc2)c1
30) COc1cc(C(=O)NNC(=O)c2ccco2)cc(OC)c1OC

assay / compound	25	26	27	28	29	30
Vc quorum ag	.	.	i	0.8	-0.6	-0.2
PfHsp40 yeast	1.0	0.1	0.0	-1.5	-0.8	-0.2
Yp Topo-I inh	-2	7	3	17	1	-1
BoNT A protease	-0.9	1.6	-0.6	-0.1	0.6	-0.5
PrPC surface inh	-7	-1	-2	1	1	16
SARS 3CLpro inh	6	2	.	1	-2	-2
TcdB GH inh	.	.	-0.8	0.6	0.4	-13
Anthrax LF inh2	7	9	-5	12	0	0
PriA SSB inh	-9	5	-1	-6	-7	0

# Of the compounds above, 2 contain an NH in an aromatic ring.
4) C/C(=N\NC(=O)c1ccccc1O)c1c(O)n(Cc2ccccc2)c(=O)[nH]c1=O
25) CCOC(=O)CN(C(=O)CSc1nnc2c(n1)[nH]c1ccccc12)c1ccccc1

assay / compound	4	25
Vc quorum ag	-4.8	.
PfHsp40 yeast	-0.8	1.0
Yp Topo-I inh	-1	-2
BoNT A protease	-0.7	-0.9
PrPC surface inh	-2	-7
SARS 3CLpro inh	7	6
TcdB GH inh	2.0	.
Anthrax LF inh2	-3	7
PriA SSB inh	.	-9

# Carrying on:
31) COc1ccccc1C1=CC(=O)C[C@H](c2ccc3c(c2)OCO3)C1
32) O=C(COc1ccc(Cl)cc1)OCC(=O)N1CCCc2ccccc21
33) Cc1ccc(OCC(O)CNC(=O)c2ccccc2C(=O)O)cc1 (stereo unspecified)
34) CC(C)Cn1c(SCC(=O)Nc2cc(Cl)c(Cl)cc2Cl)nc(O)cc1=O
35) CN(C)CCCN(C(=O)CCc1ccccc1)c1nc2ccc(Cl)cc2s1
36) CC(=O)OC1N=C(c2ccc(Cl)cc2)c2cc(Br)ccc2NC1=O (stereo unspecified)

assay / compound	31	32	33	34	35	36
Vc quorum ag	i	0.3	-0.1	i	i	3.1
PfHsp40 yeast	1.2	0.7	0.0	2.5	0.5	-1.1
Yp Topo-I inh	-3	26	2	-8	-25	9
BoNT A protease	0.0	-0.2	-0.7	-2.4	-0.5	1.9
PrPC surface inh	-1	2	-4	3	-17	-4
SARS 3CLpro inh	.	-2	3	.	2	5
TcdB GH inh	0.3	0.2	.	1.8	.	.
Anthrax LF inh2	-1	0	0	-5	-1	0
PriA SSB inh	-4	-13	-8	1	-12&-2	10

37) O=S(=O)(Cc1ccc(Cl)cc1)N1CCCC1
38) COc1ccc(CCNC(=O)CN2C(=O)c3cccc4cccc(c34)C2=O)cc1OC
39) O=C(O)c1ccccc1C(=O)Nc1ccc(Oc2cccc(C(F)(F)F)c2)nc1
40) CCCc1[nH]nc2c1C1(C(=O)N(Cc3ccccc3)c3ccccc31)C(C(=O)OC)=C(N)O2 (stereo unspecified)
41) Cc1ccsc1/C=N/N1CCN(c2ccccn2)CC1
42) O=C(Nc1ccc(Br)cc1Br)C1CC(=O)N(Cc2ccccc2)C1 (stereo unspecified)

assay / compound	37	38	39	40	41	42
Vc quorum ag	i	-0.2	-1.9	-2.4	i	0.5
PfHsp40 yeast	0.7	-0.6	-0.6	0.4	-0.3	-0.3
Yp Topo-I inh	3	9	1	17	-3	6
BoNT A protease	-0.5	0.7	-9.1	7.8	0.7	0.8
PrPC surface inh	-2	-13	-8	-5	-3	12
SARS 3CLpro inh	-2	4	-2	1	-1	3
TcdB GH inh	0.8	0.3	-0.1	.	0.9	0.5
Anthrax LF inh2	-2	-1	-2	-15	24	-3
PriA SSB inh	3	-11	-10	22	i	-20

43) Cc1ccccc1OCC(O)CN1CCN(c2ccccn2)CC1 (stereo unspecified)
44) Cc1cc(C)n(-c2ccc(Cl)c(C(=O)Nc3ccc(-c4nnc5n4CCCCC5)cc3)n2)n1
45) CCOC(=O)[C@]12CCC=C1N(Cc1ccco1)C(=O)[C@H](CC(=O)N1CCC(c3ccccc3)CC1)C2
46) CCN(CC)S(=O)(=O)c1ccc(/C=C/C(=O)Nc2ccc(F)c(F)c2F)cc1
47) CCOC(=O)C(=O)Nc1ccc([N+](=O)[O-])cc1OC
48) CCN(C[C@H]1N[C@@](Cc2ccccc2)(C(=O)OC)[C@H]2C(=O)N(C)C(=O)[C@@H]12)S(=O)(=O)c1ccc(-c2ccccc2)cc1

assay / compound	43	44	45	46	47	48
Vc quorum ag	-0.2	i	.	-0.7	-0.3	-1.0
PfHsp40 yeast	-0.8	-0.7	.	0.5	-0.6	-1.7
Yp Topo-I inh	6	21	.	1	0	30
BoNT A protease	-1.0	-0.3	-0.1	1.4	0.4	-0.4
PrPC surface inh	-7	-2	-4	-2	-7	2
SARS 3CLpro inh	0	-6	.	0	0	.
TcdB GH inh	0.8	.	0.0	.	.	3.0
Anthrax LF inh2	-1	-3	-7	2	-4	-6
PriA SSB inh	-12	-11	.	-10	11	-2

49) Cc1cccc(CCNc2nc3ccc(C)cc3n3cnnc23)c1
50) CCN(CC(=O)NCc1ccc(F)cc1)C(=O)c1cccc(S(=O)(=O)N(C)c2ccc(OC)cc2)c1
51) CC(=O)Nc1ccc(S(=O)(=O)N2CCC(c3nnc(-c4ccc(C)cc4)o3)CC2)cc1
52) CSCc1ccc(C(=O)Nc2ccc(C(N)=O)cc2)cc1
53) Cn1c(SCc2cccc(Cl)c2)nc(C(F)(F)F)cc1=O
54) Cc1ccc(C(=O)NC(=S)NNC(=O)c2ccccc2O)cc1
55) O=c1ncn(-c2ccc(F)cc2)c2ncccc12

assay / compound	49	50	51	52	53	54	55
Vc quorum ag	i	i	-0.2	-0.3	i	i	3.1
PfHsp40 yeast	-1.0	0.5	-0.1	-2.1	1.7	-0.9	-1.2
Yp Topo-I inh	8	25	22	1	34	3	6
BoNT A protease	-3.5	0.1	0.0	-0.2	2.1	-2.7	?
PrPC surface inh	3	2	.	8	4	0	-1
SARS 3CLpro inh	-4	.	-7	-1	0	-3	2
TcdB GH inh	0.6	-1.5	.	1.2	2.2	0.2	.
Anthrax LF inh2	1	-11	-3	0	-6	-7	-3
PriA SSB inh	-4	-16	-8	-2	-11	-5	-10

# Screens as filed in PubChem.
